# AmpC inh no detg: qHTS Inhibitors of AmpC Beta-Lactamase (assay without detergent). P00811. AID 485341, 2010. actives 0.52% (n = 330,000). Potency, µM (doses to about 57.1 µM), inactives show top-dose activity change, negative = inhibition, actives largely listed as inhibitors. AmpC nitrocefin hydrolysis, absorbance 480 nm, 0.0001% Triton;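 further: potency means the concentration at half of the fitted maximal effect; plate controls were no compound for no effect and no enzyme for full effect; nearly all actives have a fitted effect of over 20% in size; some results filed as inactive show a strong effect at the top dose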
# Target sequence (P00811 whole entry, looked up): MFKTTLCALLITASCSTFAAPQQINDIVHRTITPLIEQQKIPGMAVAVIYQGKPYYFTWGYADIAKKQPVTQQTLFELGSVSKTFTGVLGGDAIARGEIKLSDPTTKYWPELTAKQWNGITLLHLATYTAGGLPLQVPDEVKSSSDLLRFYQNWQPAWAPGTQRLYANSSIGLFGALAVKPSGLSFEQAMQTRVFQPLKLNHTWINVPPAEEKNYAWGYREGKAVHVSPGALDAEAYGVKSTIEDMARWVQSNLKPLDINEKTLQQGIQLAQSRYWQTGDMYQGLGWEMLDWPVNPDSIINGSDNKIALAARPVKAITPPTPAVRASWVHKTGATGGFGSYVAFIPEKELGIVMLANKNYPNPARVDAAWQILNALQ
#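 AmpC (5.3 nM in the dispensed reagent) in 20 mM phosphate pH 7.0 with 0.01% (detergent screen) or 0.0001% Triton X-100 was preincubated with compounds for 15 min at room temperature. Nitrocefin was then added from an 800 uM solution, and hydrolysis was followed at 480 nm.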
# Tb PYK inh: qHTS of Trypanosoma Brucei Inhibitors; pyruvate kinase (Trypanosoma brucei), Q57TT1; TbPYK enzyme, Kinase-Glo Plus ATP luminescence, 45 min; Potency, µM (top dose mostly 76.8 µM), inactives show at the highest dose activity, negative = inhibition, usual class: inhibitors; actives 0.12% (n = 410,000); AID 624173, 2012; further: potency means the concentration at half of the fitted maximal effect; nearly all actives have a fitted effect of over 50% in size
#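 Screened from lowest to highest concentration, compounds were pinned into TbPYK/substrate mixtures, and ADP (130 uM final) was added. Plates sat at room temperature for 45 min prior to Kinase-Glo Plus detection by luminescence.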
# AmpC inh detg: qHTS Inhibitors of AmpC Beta-Lactamase (assay with detergent). P00811. AmpC hydrolysis of nitrocefin, absorbance 480 nm, 0.01% Triton. Potency, µM (series often up to 114 µM), without a hit: at the top dose activity change, negative = inhibition, hits mostly inhibitors. actives 0.041% (n = 370,000);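 further: potency means the concentration at half of the fitted maximal effect; 0% = no-compound wells and -100% = no-enzyme wells; nearly all actives have a fitted effect of over 25% in size; some results filed as inactive show a strong effect at the top dose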
#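 20 mM phosphate pH 7.0 + 0.01% (detergent screen) or 0.0001% Triton X-100; 5.3 nM AmpC reagent; cpd preinc 15 min RT; nitrocefin (800 uM stock) to start; A480 q20 s × 4 min; Activity was normalised to no-enzyme and no-compound control wells.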
# AMA1-RON2 inh: qHTS for Inhibitors of AMA1-RON; Towards Development of Antimalarial Drug Lead: Primary Screen; AlphaScreen AMA1-biotinylated RON2 peptide binding; Plasmodium falciparum AMA1 (3D7) - RON2 peptide interaction; Potency, µM (series often up to 58.2 µM), without a hit: top-dose activity change, negative = inhibition, usual class: inhibitors; actives 0.2% (n = 360,000);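 further: potency means the concentration at half of the fitted maximal effect; 0% = vehicle wells and -100% = peptide control; nearly all actives have a fitted effect of over 45% in size; some results filed as inactive show a strong effect at the top dose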
#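 AMA1 (3D7) with his tag at 25 nM final met compounds first, then biotinylated RON2 peptide at 25 nM; detection used donor plus acceptor beads, 10 µg/mL apiece, read by AlphaScreen after 30 min at room temperature.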
# Sm TGR block: qHTS Assay for the Inhibitors of Schistosoma Mansoni Peroxiredoxins; purified TGR, DTNB reduction, TNB absorbance 405 nm; AID 485364, 2010; Potency, µM (series often up to 114 µM), for inactives: at the highest dose activity change, negative = inhibition, hits mostly inhibitors; Schistosoma mansoni thioredoxin glutathione reductase (TGR), Q962Y6; actives 3% (n = 360,000); further: potency means the concentration at half of the fitted maximal effect; nearly all actives have a fitted effect of over 60% in size
#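 First, TGR (20 nM dispensed) and NADPH were mixed with compound. Second, a 15 min room-temperature incubation followed. Third, further NADPH and then DTNB were added to start the reaction. Finally, TNB absorbance was monitored kinetically.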
# HCMV inh: qHTS Assay for inhibitors of the human cytomegalovirus (HCMV). HFF cells, HCMV-luciferase reporter, 72 h; active compounds read low. activity change, negative = inhibition, % at 57.5 µM. actives 4.5% (n = 410,000); in the data active means activity change below about -60%; inconclusive means no clear call, values can overlap the other calls; inactive means above about -39%
#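 Inhibition of viral replication was scored as loss of reporter luminescence in HFFs infected with HCMV-luciferase (MOI 1 PFU/cell) for 72 h; compounds tested at 2 doses, normalized to buffer and Salinomycin controls.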
# LmPK inh: qHTS Assay for Inhibitors of Leishmania Mexicana Pyruvate Kinase (LmPK). Q27686. purified LmPK, Kinase-Glo ATP luminescence, 1 h. Potency, µM (titrated, usually from 57.5 µM), for inactives: top-dose activity change, negative = inhibition, most hits filed as inhibitors. actives 0.37% (n = 290,000). AID 1721, 2009; further: potency means the concentration at half of the fitted maximal effect
# Target sequence (Q27686 whole entry, looked up): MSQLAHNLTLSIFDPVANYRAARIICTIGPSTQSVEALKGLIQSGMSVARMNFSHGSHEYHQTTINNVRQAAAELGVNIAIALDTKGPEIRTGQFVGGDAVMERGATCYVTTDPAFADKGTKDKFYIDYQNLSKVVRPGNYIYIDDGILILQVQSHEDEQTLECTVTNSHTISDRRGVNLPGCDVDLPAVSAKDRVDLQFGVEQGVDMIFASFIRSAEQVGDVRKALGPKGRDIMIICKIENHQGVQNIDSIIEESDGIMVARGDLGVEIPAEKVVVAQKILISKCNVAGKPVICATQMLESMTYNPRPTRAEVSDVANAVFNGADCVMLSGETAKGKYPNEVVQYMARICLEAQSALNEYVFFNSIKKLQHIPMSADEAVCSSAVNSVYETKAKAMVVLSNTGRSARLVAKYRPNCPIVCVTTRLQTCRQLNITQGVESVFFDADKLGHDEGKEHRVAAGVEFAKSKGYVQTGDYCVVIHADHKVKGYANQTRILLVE
#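 Screened at intermediate enzyme activity to detect both inhibitors and activators: LmPK at 0.1 nM, with a 0.5 nM enzyme column as activation reference. PEP 0.5 mM, ADP 0.1 mM; ATP detected by luminescence after 1 h.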
# An asterisk follows results filed as active; u = inconclusive; x = not tested or not shown; [ ] = remark or other dose. Unless noted, the call rests on the fitted dose curve; in most records, active means well fitted curve in the direction sought with a large enough effect; inconclusive means small, poorly fitted or top-dose-only effect, or another doubt; inactive means no such curve, though single readings can be large; an effect the other way counts as inactive or inconclusive. Unless noted, on the % scale 0 is the no-effect control and ±100 the full control effect. Rows are unselected; any-hit rate near 7.4%.
SMILES,AmpC inh no detg,Tb PYK inh,AmpC inh detg,AMA1-RON2 inh,Sm TGR block,HCMV inh,LmPK inh
N#Cc1cccc(CN2CCC(=O)N([C@H](CO)c3ccccc3)CC2)c1,10%,12%,u,5%,-8%,-24,-1%
O=C(NNC1CC(=O)N(c2ccc(Cl)cc2)C1=O)c1ccccc1Cl (stereo not drawn),-9%,1%,4%,13%,x,2,2%
CCN1CCN(CC(=O)Nc2sc3c(c2C#N)CCC3)CC1,60%,-5%,8%,0%,x,26,1%
CCCCOC(=O)c1ccc(NC(=O)C(=O)NCc2ccncc2)cc1,48%,-2%,-8%,1%,-20%,25,1%
O=c1c2c(-c3ccc([N+](=O)[O-])cc3)ccnc2[nH]n1-c1ccccc1,-24%,6%,2%,0%,-6%,-6,-5%
CC(=O)NC(c1cccc(F)c1)c1nc(-c2ccoc2)cs1 (stereo not drawn),x,-7%,x,-3%,x,21,x
O=S(=O)(Nc1nc2ccccc2nc1Nc1cccc(S(=O)(=O)N2CCCCC2)c1)c1ccccc1,u,2%,-14%,0%,2%,-83*,2%
COc1ccc(/C=C/C(=O)OCC(=O)Nc2cc(C(N)=O)cc(C(N)=O)c2)cc1,-31%,1%,-3%,-9%,x,-8,2%
Cc1ccc(CNC(=O)C2CCC(=O)N(CCc3ccccc3)C2)s1 (stereo not drawn),22%,0%,-3%,1%,-24%,45,-1%
Clc1cccc(OCc2nc(-c3ccncc3)no2)c1,-1%[2.29 µM],1%,-7%,-1%,8%,-19,2%
COc1ccc(NC(=S)Nc2ccccc2C(F)(F)F)cc1,-9%[2.29 µM],-4%,-5%,3%,u,3,0%
CC1CN(C(=O)COC(=O)c2cnc(Cl)c(Cl)c2)CC(C)O1 (stereo not drawn),-18%,-4%,x,10%,x,19,x
COc1cncc(-c2cnc3sc(NCCc4ccccn4)nn23)c1,x,-1%,x,-5%,x,-65*,x
COc1cc2occc2c2oc(=O)ccc12,-9%,-4%,-19%,10%,1%,17,0%
O=C(CN1CCN(S(=O)(=O)c2ccc(F)cc2)CC1)Nc1ccnn1C1CCCC1,16%,6%,-6%,-3%,-2%,-34,x
Cc1ccc(-c2noc(CCCN3C(=O)c4ccccc4C3=O)n2)cc1,-17%,x,u,-16%,0%,40,4%
Cc1cccc(OCC(O)CN2C(C)(C)CC(O)CC2(C)C)c1 (stereo not drawn),x,0%,-11%,-9%,-1%,25,-3%
CCOC(=O)c1ccc2c(c1)nc(SCC(=O)N1CCCCC1)n2CC,113%[activator],-1%,-11%,-10%,0%,-27,8%
CCc1sc(C(=O)N2CCc3cc(OC)c(OC)cc3C2CC(=O)O)cc1C (stereo not drawn),-21%,-3%,-13%,-8%,u,4,x
CC1CCN(C(=O)CCc2nnc3ccc(NCCCN4CCCC4=O)nn23)CC1,-1%,-1%,-3%,1%,5%,35,0%
COc1ccc(CN2C(=NC(=O)C3CCCO3)SC3CS(=O)(=O)CC32)cc1 (stereo not drawn),3%,2%,1%,8%,1%,19,1%
CC(=O)OCc1cnc(C)c2oc(=O)c(C(=O)Nc3ccc(F)cc3C)cc12,x,-1%,-2%,x,-1%,5,x
Cc1ccc(C(=O)OCC(=O)Nc2ccc3c(c2)OCCO3)cc1C,-2%,7%,0%,8%,1%,-13,x
c1ccc(CN2CCC3(CCCc4ccccc43)CC2)cc1,-1%,1%,-12%,-16%,-4%,-7,x
CCn1c(NCc2cc(OC)ccc2OC)nc2ccccc21,-10%,4%,u,-5%,-1%,26,1%
COc1ccc(Cl)cc1-n1c(C)cc(C(=O)OCC(=O)N2CC(=O)Nc3ccccc32)c1C,4%,-6%,-10%,-27%,-16%,u,0%
Cn1c(=O)cc(OCC(=O)Nc2ccccn2)c2ccccc21,-16%,-11%,9%,5%,-2%,-7,5%
COc1ccc(Br)cc1CNC(=O)CN1C(=O)CSc2ccc(S(=O)(=O)N3CCOCC3)cc21,x,-4%,2%,x,5%,-20,x
CCN(CC)c1ccc(N2C(=O)/C(=C\c3cccs3)SC2=S)cc1,-3%,-13%,-14%,-8%,3%,10,0%
CCCCS(=O)(=O)N1CCCC(C(=O)Oc2ccccc2OC)C1 (stereo not drawn),1%,-3%,-15%,18%,2%,0,-7%
CCS(=O)(=O)N1CCN(S(=O)(=O)c2ccc(Cl)s2)CC1,-25%,2%,9%,-11%,-30%,40,-9%
COc1ccccc1-n1cnnc1SCC(=O)Nc1nc(C)c(Cl)cc1Cl,-3%,6%,-7%,7%,4%,-36,-3%
CCCCNC(=O)N(O)C1N(/N=C/c2ccccc2O)C(=S)SC1(C)C (stereo not drawn),-35%,-1%,2%,72%[activator],-6%,-14,-7%
CCCCNC(=O)N1CCN(Cc2cccc(F)c2)CC1,-5%,-7%,5%,9%,15%,7,-2%
COc1ccc(OC)c2sc(NC(=O)c3ccc(S(=O)(=O)N(C)C)cc3)nc12,60%,-2%,u,1%,-6%,-23,14%
N=C(N)SCc1ccc(O)c([N+](=O)[O-])c1,-19%,-13%,-5%,-13%,45µM*,23,8%
CCC12CN3CCN(CC(C3)/C1=N\NC(=O)c1ccc(Cl)cc1)C2,-53%,-11%,-4%,21%,11%,-16,4%[11.5 µM]
Cc1ccc(S(=O)(=O)Oc2ccc(C)cc2/C=N/N=C2\NC(=O)C(C)S2)cc1 (stereo not drawn),-29%,4%,-14%,50%[activator],-9%,41,-10%
Cc1ccc(S(=O)(=O)N2C[C@H]3C(=O)C[C@@H](c4ccccc4C)N(S(=O)(=O)c4ccc(C)cc4)[C@H]3C[C@H]2c2ccccc2)cc1,x,2%,x,-1%,x,-36,x
O=C(CS(=O)(=O)c1ccccc1)Nc1nnc(-c2cccs2)o1,-16%,1%,u,-12%,-7%,-24,x
COCCN(C(=O)COC(=O)c1ccc(Br)o1)c1c(N)n(Cc2ccccc2)c(=O)[nH]c1=O,x,-1%,x,15%,x,-22,x
O=C(CN1C(=O)NC2(CCOc3ccccc32)C1=O)c1ccc(Cl)s1 (stereo not drawn),-12%,-4%,2%,-2%,-18%,-21,x
Cc1ccc(/C=N/NC(=S)NC2CCS(=O)(=O)C2)cc1 (stereo not drawn),-26%,-3%,3%,37%[activator],0%,-2,1%
O=C(c1cc(-c2ccc(Cl)cc2)n(-c2ccc(Cl)cc2Cl)n1)N1CCOCC1,-6%,4%,2%,-6%,16%,u,-3%
CC1CCC2(CC1)NC(=O)N(CC(=O)N1CCN(C(=O)c3cccs3)CC1)C2=O (stereo not drawn),10%,-2%,15%,5%,9%,-7,x
O=C(CCN1C(=O)/C(=C/c2ccc(F)cc2)SC1=S)Nc1cc([N+](=O)[O-])ccc1O,-29%,4%,-7%,4%,-2%,-34,10%
COc1ccc(N2CCN(Cc3cc(=O)c(OCC(=O)Nc4ccccc4)co3)CC2)cc1,-13%,4%,-7%,19%,-5%,-28,x
CCC(C)NC(=O)CN(c1ccc2c(c1)OCO2)S(=O)(=O)c1c(C)n[nH]c1C (stereo not drawn),-8%,4%,-1%,-4%,-22%,10,0%
COCCn1nnnc1C(c1cccs1)N1CCN(c2nc3ccccc3s2)CC1 (stereo not drawn),119%[activator],2%,-3%,-8%,11%,-31,5%
COc1cc(OC)c(C(=O)Nc2ccc(S(=O)(=O)Nc3ncccn3)cc2)cc1OC,-18%,-1%,6%,2%,-1%,19,-9%
Cc1cccc(C(=O)Nc2sc3c(c2C(=O)N2CCCCC2)CCC(C)C3)c1 (stereo not drawn),x,-1%,4%,x,-8%,-4,x
Cc1ccc(CNC(=O)/C=C/c2c(Cl)cccc2Cl)cc1,-10%,-23%,u,19%,3%,-14,-1%
O=C(/C=C/c1ccco1)Nc1ccccn1,-18%,-21%,-8%,-18%,1%,100,14µM*

# Structures shown so far that have a thiophene ring, fused or not, in the order listed:
SMILES,AmpC inh no detg,Tb PYK inh,AmpC inh detg,AMA1-RON2 inh,Sm TGR block,HCMV inh,LmPK inh
CCN1CCN(CC(=O)Nc2sc3c(c2C#N)CCC3)CC1,60%,-5%,8%,0%,x,26,1%
Cc1ccc(CNC(=O)C2CCC(=O)N(CCc3ccccc3)C2)s1 (stereo not drawn),22%,0%,-3%,1%,-24%,45,-1%
CCc1sc(C(=O)N2CCc3cc(OC)c(OC)cc3C2CC(=O)O)cc1C (stereo not drawn),-21%,-3%,-13%,-8%,u,4,x
CCN(CC)c1ccc(N2C(=O)/C(=C\c3cccs3)SC2=S)cc1,-3%,-13%,-14%,-8%,3%,10,0%
CCS(=O)(=O)N1CCN(S(=O)(=O)c2ccc(Cl)s2)CC1,-25%,2%,9%,-11%,-30%,40,-9%
O=C(CS(=O)(=O)c1ccccc1)Nc1nnc(-c2cccs2)o1,-16%,1%,u,-12%,-7%,-24,x
O=C(CN1C(=O)NC2(CCOc3ccccc32)C1=O)c1ccc(Cl)s1 (stereo not drawn),-12%,-4%,2%,-2%,-18%,-21,x
CC1CCC2(CC1)NC(=O)N(CC(=O)N1CCN(C(=O)c3cccs3)CC1)C2=O (stereo not drawn),10%,-2%,15%,5%,9%,-7,x
COCCn1nnnc1C(c1cccs1)N1CCN(c2nc3ccccc3s2)CC1 (stereo not drawn),119%[activator],2%,-3%,-8%,11%,-31,5%
Cc1cccc(C(=O)Nc2sc3c(c2C(=O)N2CCCCC2)CCC(C)C3)c1 (stereo not drawn),x,-1%,4%,x,-8%,-4,x

# Bioassay records (PubChem)
